# Screening results as filed in PubChem.
# EPAC1 antag – EPAC1 (human) antagonism. EPAC1 GEF assay, Rap1b-BODIPY-GDP exchange fluorescence. Potency, µM (doses to about 115 µM), for the others: at the highest dose activity change, negative = inhibition, most hits filed as inhibitors. 0.14% of 360,000 active;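 further: plate controls were vehicle for no effect and positive control for full effect; nearly all actives have a fitted effect of over 50% in size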
# FUS suppressor – suppressors of FUS proteinopathy in yeast; S. cerevisiae FUS-expressing, growth rescue, OD600, 24 h; Potency, µM (titrated, usually from 76.6 µM), inactives show top-dose growth rescue (activation), most hits filed as activators; 0.24% of 390,000 active; AID 1347120;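 further: plate controls were DMSO vehicle for no effect and reference control for full effect; nearly all actives have a fitted effect of over 55% in size; some results filed as inactive show a strong effect at the top dose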
#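 S. cerevisiae expressing FUS from galactose induction served as the toxicity model. Growth after 24hr at 30C, read as absorbance at 600 nm, indicates suppression of toxicity; compounds dosed at several concentrations.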
# TDP-43 yeast inh – inhibitors of TDP-43 toxicity in yeast. 1.8% of 410,000 active. TDP-43 expressing yeast growth rescue, BacTiter-Glo, 24 h. Potency, µM (titrated, usually from 46.1 µM), without a hit: top-dose growth rescue (activation), actives largely listed as activators; further: % of control where 0% means no effect; nearly all actives have a fitted effect of over 50% in size
#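 Cell-based yeast growth screen: TDP-43 expression induced in galactose, inoculum OD600=0.02 after raffinose pregrowth to mid-log. Read-out BacTiter-Glo luminescence at 24 hr, 30 deg C; inhibition of toxicity seen as signal increase.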
# PTHR1 agonist – activates the human parathyroid hormone receptor PTHR1; Q03431; HEK293 GP2 PTHR1 cells, GloSensor cAMP luminescence, 1 h; Potency, µM (highest dose often 115 µM), inactives show top-dose activation, hits mostly activators; 0.075% of 410,000 active; AID 743266; further: nearly all actives have a fitted effect of over 55% in size; some results filed as inactive show a strong effect at the top dose; inactives centre near -15; many of its hits are not listed in these tables
#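 HEK-293-derived GP2 cells expressing PTHR1 and a GloSensor cAMP reporter, 3,000/well, plated overnight, given luciferin plus IBMX (each 0.5 mM as added) for 1 h at 37 °C, then compound for 1 h at 37 °C. Luminescence was read after 15 min at room temperature.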
# aSyn yeast inh – rescues yeast growth from alpha-synuclein toxicity. Yeast expressing alpha-synuclein, growth rescue, BacTiter-Glo, 24 h. Potency, µM (top dose mostly 46.1 µM), for the others: top-dose growth rescue (activation), most hits filed as activators. 0.14% of 370,000 active. AID 652106; further: % of control where 0% means no effect; nearly all actives have a fitted effect of over 65% in size
#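 Rescue of yeast growth: cells expressing toxic alpha-synuclein, induced in galactose at OD600 0.02, incubated with compound 24 h at 30 C. ATP luminescence quantified growth; inhibitors of toxicity appear as activators.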
# EPAC2 agonist – agonists of human EPAC2 (RAPGEF4) | EPAC2 activation, biochemical qHTS; response scale: 100% = 6.5 mM cAMP response | 0.079% of 360,000 active | Potency, µM (highest dose often 154 µM), without a hit: at the top dose activation, usual class: activators | AID 720711; further: nearly all actives have a fitted effect of over 50% in size
# Target sequence (Q8WZA2 whole entry, looked up): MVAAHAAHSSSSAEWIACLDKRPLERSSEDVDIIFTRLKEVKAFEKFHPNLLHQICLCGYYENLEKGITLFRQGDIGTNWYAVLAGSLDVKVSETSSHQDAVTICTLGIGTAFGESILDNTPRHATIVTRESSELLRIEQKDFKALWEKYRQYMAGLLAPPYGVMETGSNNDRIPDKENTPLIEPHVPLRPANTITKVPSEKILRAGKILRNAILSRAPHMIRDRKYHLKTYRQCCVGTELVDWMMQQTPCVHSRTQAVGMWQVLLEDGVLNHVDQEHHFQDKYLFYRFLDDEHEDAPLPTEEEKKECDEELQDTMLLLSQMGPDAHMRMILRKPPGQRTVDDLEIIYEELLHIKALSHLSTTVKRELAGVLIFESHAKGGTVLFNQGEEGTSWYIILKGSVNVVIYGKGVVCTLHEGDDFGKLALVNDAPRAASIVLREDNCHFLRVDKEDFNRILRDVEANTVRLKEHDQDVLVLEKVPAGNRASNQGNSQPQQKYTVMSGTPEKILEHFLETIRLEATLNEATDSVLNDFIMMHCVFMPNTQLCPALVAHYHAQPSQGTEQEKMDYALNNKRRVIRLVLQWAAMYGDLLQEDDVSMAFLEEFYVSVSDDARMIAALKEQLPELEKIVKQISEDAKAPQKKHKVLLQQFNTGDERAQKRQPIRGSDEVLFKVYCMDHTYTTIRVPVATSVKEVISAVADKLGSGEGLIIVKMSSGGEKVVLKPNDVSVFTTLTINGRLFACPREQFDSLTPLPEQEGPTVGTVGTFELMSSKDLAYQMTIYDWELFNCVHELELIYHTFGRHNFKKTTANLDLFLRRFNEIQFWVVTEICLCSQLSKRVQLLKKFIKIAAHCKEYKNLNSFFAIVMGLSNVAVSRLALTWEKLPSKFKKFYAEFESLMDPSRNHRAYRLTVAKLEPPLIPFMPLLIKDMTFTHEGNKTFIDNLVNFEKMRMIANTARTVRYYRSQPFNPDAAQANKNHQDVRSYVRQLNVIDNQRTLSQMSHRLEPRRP
#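 Each well held 100 nM EPAC2, 250 nM RAP1B-BODIPY-GDP and 50 uM GDP. Fluorescence, read at 5-min intervals to 30 min, was referenced to a 6.5 mM cAMP positive control.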
# EPAC2 antagonist – EPAC2 (human) antagonism | Q8WZA2 | EPAC2 GEF exchange of Rap1B-BODIPY-GDP, fluorescence | Potency, µM (highest dose often 114 µM), inactives show at the highest dose activity, negative = inhibition, usual class: inhibitors | 0.18% of 360,000 active | AID 720708; further: on the % scale 0 is the no-effect control and ±100 the full control effect; nearly all actives have a fitted effect of over 45% in size; many of its hits are not listed in these tables
# EPAC1 ag – activates human EPAC1 exchange factor; O95398; EPAC1 agonist qHTS, biochemical assay; response scale: 100% = response to 6.5 mM cAMP; Potency, µM (titrated, usually from 154 µM), without a hit: at the top dose activation, usual class: activators; 0.073% of 360,000 active; further: nearly all actives have a fitted effect of over 60% in size
#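 Nucleotide exchange assay: 100 nM EPAC1 with 250 nM Rap1B loaded with BODIPY-GDP and 50 uM GDP, room temperature. Fluorescence (480/540 nm) read every 5 min for 30 min; signal change normalized to 6.5 mM cAMP as full agonist.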
# Active calls of the source: *; i = inactive; ? = inconclusive; . = not tested or not shown; [ ] = another dose, or the depositor's remark. The call rests on the fitted dose curve; in most records, active means well fitted curve in the direction sought with a large enough effect; inconclusive means small, poorly fitted or top-dose-only effect, or another doubt; inactive means no such curve, though single readings can be large; an effect the other way counts as inactive or inconclusive. Potency means the concentration at half of the fitted maximal effect.
SMILES,EPAC1 antag,FUS suppressor,TDP-43 yeast inh,PTHR1 agonist,aSyn yeast inh,EPAC2 agonist,EPAC2 antagonist,EPAC1 ag
Nc1nonc1C(=O)NCCNS(=O)(=O)c1ccc(Br)cc1,-9%,0%,-9%,i,-10%,8%,-4%,4%
CC1=NN(c2ccccc2)C(=O)/C1=C/c1c(O)n(-c2ccc(F)c(Cl)c2)[nH]c1=O,50µM*,.,7%,i,-14%,-18%,89µM*,-18%
O=C1C=C(c2ccc3c(c2)OCO3)C[C@@H](c2ccc(Cl)cc2)C1,-7%,-3%,22%,i,9%,9%,-6%,-9%
O=C(CSc1nc2ccccc2s1)NNC(=S)Nc1ccccc1,0%,.,29%,i,0%,-5%,3%,3%
N#Cc1ccccc1N/C=C/C(=O)c1ccc(Cl)cc1,3%,-10%,-11%,-21%,1%,3%,0%,3%
CCCCNC(=O)C1CCN(S(=O)(=O)N2CCOCC2)CC1,-7%,13%,-10%[0.397 µM],i,-6%,3%,-5%,-4%
CC(C)OC(=O)N(C)C[C@@H]1OCc2ccccc2-c2c(n(C)c3ccccc23)C(=O)N([C@@H](C)CO)C[C@H]1C,-6%,5%,0%,i,0%,-2%,0%,3%
COc1ccc2oc(C(=O)NCc3cc(OC)c(OC)cc3OC)c(C)c2c1,-17%,34%,3%,-22%,-7%,16%,-19%,8%
C=CCn1cc(C(=O)NCCCOC)c(=O)c2cc(S(=O)(=O)N(CC)CC)ccc21,-1%,17%,10%,-8%,-1%,?,-4%,-2%
C=CCn1c(C(C)(C)C)nc2ccccc21,-7%,-8%,-19%[0.397 µM],-12%,-1%,-5%,3%,-11%
CN(C(=O)c1cccc(NC(=O)Cc2cccc(NC(=O)C3CCN(C(=O)C4CCCC4)CC3)c2)c1)C1CCC1,9%,22%,19%,-18%,9%,12%,8%,13%
Cc1ccccc1N(C(=O)c1ccccn1)C(C(=O)NCc1ccccc1)c1cccnc1 (stereo not drawn),-8%,0%,-5%,i,1%,12%,-1%,5%
COC(=O)[C@H](C)N(Cc1ccc(Cl)c(Cl)c1)S(=O)(=O)CCNC1CCCC1,-7%,2%,24%,i,6%,5%,-12%,1%
Cc1cccc(C)c1NC(=O)N1CCC(C(=O)c2ccc(F)cc2)CC1,-9%,12%,24%,i,3%,15%,-4%,1%
Cc1cc(NC(=O)CN2C(=O)c3ccccc3C2=O)no1,13%,-15%,-12%,i,1%,1%,-2%,9%
CCC(CC)C(=O)c1c[nH]c(C(=O)NCc2ccccc2OC)c1,4%,-33%,5%,i,-3%,7%,7%,-9%
COc1ccc(-c2cc(C(=O)OCC(=O)c3cccc([N+](=O)[O-])c3)c3cc(C)ccc3n2)cc1,1%,-8%,-3%,-5%,4%,-6%,2%,8%
O=C(CCNS(=O)(=O)c1ccccc1C(F)(F)F)N1CCN(S(=O)(=O)c2cccc(Cl)c2)CC1,-12%,26%,6%,-7%,-6%,6%,-1%,6%
Cc1nc(N2CCc3ccccc3C2)[nH]c(=O)c1Cc1ccccc1,12%,-4%,-4%,-7%,1%,1%,7%,3%
O=C(/C=C/N1CCN(Cc2ccccc2)CC1)C(F)(F)F,0%,-15%,14%,-19%,-3%,12%,9%,-4%

# Random excerpt: 3 compounds from above
SMILES,EPAC1 antag,FUS suppressor,TDP-43 yeast inh,PTHR1 agonist,aSyn yeast inh,EPAC2 agonist,EPAC2 antagonist,EPAC1 ag
CCC(CC)C(=O)c1c[nH]c(C(=O)NCc2ccccc2OC)c1,4%,-33%,5%,i,-3%,7%,7%,-9%
Cc1cc(NC(=O)CN2C(=O)c3ccccc3C2=O)no1,13%,-15%,-12%,i,1%,1%,-2%,9%
N#Cc1ccccc1N/C=C/C(=O)c1ccc(Cl)cc1,3%,-10%,-11%,-21%,1%,3%,0%,3%

# Next structures follow.
SMILES,EPAC1 antag,FUS suppressor,TDP-43 yeast inh,PTHR1 agonist,aSyn yeast inh,EPAC2 agonist,EPAC2 antagonist,EPAC1 ag
O=C(NCCc1ccc(F)cc1)c1n[nH]c2ccccc12,-12%,-1%,17%[9.22 µM],-17%,-13%,-3%,-18%,4%
COc1ccccc1N1CCN(C(=O)c2cc(-c3cccs3)on2)CC1,9%,.,?,-19%,20%,29%,11%,4%
COCCNC(=S)N(CCc1c(C)[nH]c2ccc(F)cc12)Cc1ccc(C)cc1,-18%,?,-2%,-25%,?,7%,-12%,0%
CC1Sc2ccc(C(=O)Nc3ccc(S(=O)(=O)N(C)C)cc3)cc2NC1=O (stereo not drawn),-14%,?,-4%,-33%[inhibitor],-4%,1%,-7%,2%
Cc1ccc(NC(=O)COC(=O)CC2SC(N3CCCC3)=NC2=O)cc1 (stereo not drawn),1%,-17%,14%,-8%,-14%,1%,-3%,5%
C=C(C)C1CC=C(C)/C(=N/NC(=O)COc2ccc(Cl)cc2)C1 (stereo not drawn),-2%,.,-6%,i,-5%,1%,16%,-5%
Cc1cc(C)n2nc(SCC(=O)N3CCCC3)nc2n1,9%,1%,-13%,-6%,-5%,0%,14%,-3%
O=C(O)COc1ccccc1-c1nc(-c2ccccc2)c(-c2ccccc2)[nH]1,-14%,25%,?,-13%,?,0%,-19%,-5%
CN1CC(O)(C(O)C(O)C(O)CO)SC1=S (stereo not drawn),2%,-4%,7%,i,3%,2%,-1%,-8%
CC1(C)CC(=O)NC=C(c2ccccc2)C1,-10%,-10%,17%,i,-8%,2%,2%,4%
Cc1ccc(S(=O)(=O)N(C)c2ccccc2C(=O)Nc2c(F)cccc2F)cc1,-21%,11%,25%,i,10%,3%,-1%,8%
O=C(O)CSCc1ccc(C(=O)O)o1,-8%,-7%,1%,8%,.,3%,16%,6%
Nc1nnc(N2CCCCCC2)s1,-14%,.,22%,i,-9%,-5%,9%,-6%
COc1cc(SC)ccc1C(=O)Nc1ccon1,12%,10%,?,-3%,1%,-6%,0%,-1%
Cc1cccc(OCc2nnc(SCC(=O)N3c4ccccc4CC3C)n2C)c1C (stereo not drawn),-16%,?,?,-31%[inhibitor],4%,-14%,-9%,10%
Cc1nc(Nc2nc(CSc3nc4ccccc4[nH]3)cc(=O)[nH]2)nc2ccccc12,4%,?,-29%,i,4%,-14%,3%,-1%
COc1cccc(NC(=O)c2c(F)cccc2F)c1,-3%,-13%,?,i,-13%,8%,-2%,-9%
C[C@H](CO)N1C[C@H](C)[C@@H](CN(C)Cc2ccc(C(=O)Nc3ccccc3N)cc2)Oc2c(NC(=O)C3CCCCC3)cccc2C1=O,-9%,35%,0%,i,-2%,-2%,3%,-18%
O=C(Nc1ccc(F)cc1)C(c1ccccc1)N1CCN(S(=O)(=O)c2ccccc2)CC1 (stereo not drawn),-15%,31%,3%,i,-2%,7%,-21%,15%
N#C/C(=C\c1ccccc1)C(=O)N1CCN(c2ccccc2F)CC1,-7%,8%,12%,-17%,7%,8%,3%,16%
CCn1ncc([N+](=O)[O-])c1C(=O)Nc1c(C)cccc1C,3%,17%,28%,i,7%,-5%,1%,-5%
Cc1ccc(C(=O)NC2CC(=O)N(c3ccc4c(c3)OCCO4)C2)cc1[N+](=O)[O-] (stereo not drawn),6%,26%,-9%,-25%,-6%,7%,-3%,1%
Cn1c(=O)c2cc(NC(=O)Cc3cccc4ccccc34)ccc2n1-c1ccccc1,-1%,27%,0%,i,-11%,17%,4%,9%
CCCN(c1ccccc1F)S(=O)(=O)c1c[nH]c(C(=O)OC)c1,21%,5%,6%,i,8%,1%,-3%,0%
C=C(C)Cn1c(C2CC(=O)N(c3ccccc3F)C2)nc2ccccc21 (stereo not drawn),-10%,-20%,23%,-23%,6%,-6%,-11%,-2%
N#CCCN1CCN(Cc2ccccc2)CCC1=O,-1%,-16%,-5%,i,-3%,6%,2%,-13%
Cc1nn(C)c(Cl)c1C(=O)NCC(=O)NCc1ccccc1,1%,-6%,1%,i,-5%,-1%,1%,2%
CCn1nnnc1SCC(=O)N(C)C1CCS(=O)(=O)C1 (stereo not drawn),-5%,-20%,8%,-21%,2%,1%,11%,-9%
OC1CNc2c(ccc3ccccc23)C1 (stereo not drawn),6%,-6%,-4%,-9%,7%,9%,11%,0%
CCOc1ccc(N)cc1OC,1%,29%,0%,i,1%,0%,-1%,5%
O=C1c2ccccc2C(=O)N1Cc1cccnc1,4%,19%,-18%,i,-2%,6%,3%,8%
Cc1ccc(N(C(=O)CNC(=O)c2ccco2)C(C(=O)NC2CCCCC2)c2cccnc2)c(C)c1 (stereo not drawn),-12%,18%,0%,2%,-2%,6%,3%,-6%

# 3 entries from above, with bars between the fields.
SMILES | EPAC1 antag | FUS suppressor | TDP-43 yeast inh | PTHR1 agonist | aSyn yeast inh | EPAC2 agonist | EPAC2 antagonist | EPAC1 ag
Cc1ccc(C(=O)NC2CC(=O)N(c3ccc4c(c3)OCCO4)C2)cc1[N+](=O)[O-] (stereo not drawn) | 6% | 26% | -9% | -25% | -6% | 7% | -3% | 1%
Cn1c(=O)c2cc(NC(=O)Cc3cccc4ccccc34)ccc2n1-c1ccccc1 | -1% | 27% | 0% | i | -11% | 17% | 4% | 9%
CCCN(c1ccccc1F)S(=O)(=O)c1c[nH]c(C(=O)OC)c1 | 21% | 5% | 6% | i | 8% | 1% | -3% | 0%

# An excerpt of these results, as tab-separated lines.
structure	EPAC1 antag	FUS suppressor	TDP-43 yeast inh	PTHR1 agonist	aSyn yeast inh	EPAC2 agonist	EPAC2 antagonist	EPAC1 ag
Cc1ccc(C(=O)NC2CC(=O)N(c3ccc4c(c3)OCCO4)C2)cc1[N+](=O)[O-] (stereo not drawn)	6%	26%	-9%	-25%	-6%	7%	-3%	1%
CCCN(c1ccccc1F)S(=O)(=O)c1c[nH]c(C(=O)OC)c1	21%	5%	6%	i	8%	1%	-3%	0%

# A portion of the library; count on the stated rates, not on these rows.
